Compound activity from PubChem BioAssay.
RPL19A-GFP yeast = yeast TOR pathway RPL19A-GFP modulation; S. cerevisiae RPL19A-GFP strain, flow cytometry, 3 h; hits give low values; 0.3% of 330,000 active; percent response vs DMSO, % at 10 µM;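 active = percent response vs DMSO below 50%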;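 also: median channel GFP fluorescence of the barcoded RPL19A-GFP strain; ratio of sample median GFP to plate DMSO average so 100% = DMSO; lower means less RPL19A-GFP as with rapamycin TOR inhibition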
GRK2 aptamer HTS = inhibitors of human GRK2 displacing RNA aptamer | P25098 | bead flow cytometry, FAM-aptamer displacement from GRK2 | inhibition of aptamer binding, % at 10 µM | 0.59% of 330,000 active | AID 488847;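 active = inhibition of aptamer binding above 40%, roughly 3 SD of noise, on plates passing a quality check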;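 also: median bead fluorescence of bound FAM aptamer so fluorescent compounds give negative values; no value below 0 was filed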
Target sequence (P25098 whole entry, looked up): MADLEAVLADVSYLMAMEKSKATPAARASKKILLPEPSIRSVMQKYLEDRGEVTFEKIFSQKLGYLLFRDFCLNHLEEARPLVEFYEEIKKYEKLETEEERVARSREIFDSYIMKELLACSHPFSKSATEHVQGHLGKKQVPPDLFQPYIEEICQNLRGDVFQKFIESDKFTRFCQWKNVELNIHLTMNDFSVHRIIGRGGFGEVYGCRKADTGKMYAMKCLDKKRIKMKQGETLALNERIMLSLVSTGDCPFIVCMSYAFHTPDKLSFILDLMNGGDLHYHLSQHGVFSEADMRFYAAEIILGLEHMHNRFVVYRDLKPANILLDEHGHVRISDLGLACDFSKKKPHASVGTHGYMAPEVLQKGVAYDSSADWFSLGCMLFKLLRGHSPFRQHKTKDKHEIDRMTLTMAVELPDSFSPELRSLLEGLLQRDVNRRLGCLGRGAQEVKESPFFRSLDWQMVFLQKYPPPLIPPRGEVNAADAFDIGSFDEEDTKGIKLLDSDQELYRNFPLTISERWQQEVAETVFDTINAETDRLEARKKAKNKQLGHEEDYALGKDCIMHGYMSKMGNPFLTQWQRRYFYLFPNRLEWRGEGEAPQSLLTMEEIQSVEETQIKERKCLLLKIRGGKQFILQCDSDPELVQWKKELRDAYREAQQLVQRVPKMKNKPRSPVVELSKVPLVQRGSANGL
VLA-4 inh = inhibition in a human VLA-4 binding assay. VLA-4 expressing cells, ligand binding flow cytometry. inhibition, % (about 7 µM as worked out from the volumes in the protocol). 0.2% of 330,000 active. AID 2557; in the data active = inhibition above about 50%
MEP2 TOR yeast = yeast TOR pathway MEP2-GFP modulation | S. cerevisiae MEP2-GFP strain, flow cytometry GFP, 3 h; 100% = DMSO control level | GFP response vs DMSO, % at 10 µM | 0.51% of 330,000 active | AID 2016;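 active = GFP response versus DMSO above a set limit, roughly screen mean plus 3 SD, cut at about 180% in these data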;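 also: median GFP fluorescence of the barcode-gated MEP2-GFP cells per well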
GASC-1 inh = blocks human GASC-1 demethylase activity. Q9H3R0. 0.069% of 330,000 active. AID 2099. inhibition, % at 2.35 µM. GST-JMJD2C(1-420) H3K9me3 demethylation, DELFIA europium;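 active = more than half of a compound's replicate wells show inhibition beyond 50%, single wells judged on their own value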;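 also: signal counts dimethyl H3K9 product captured on neutravidin plate; 0% = median of DMSO wells and 100% = 0.3 times that DMSO median; strong numbers were not always called active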
CIT2 TOR yeast = alters CIT2-GFP fluorescence in TOR pathway yeast screen; 0.065% of 320,000 active; GFP response vs DMSO, % at 10 µM; S. cerevisiae CIT2-GFP strain, flow cytometry, 3 h; 100 means same as DMSO wells;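 active = GFP response relative to DMSO above a set limit, near the screen mean plus 3 SD, cut at about 150% in these data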;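 also: ratio of well median GFP fluorescence to mean of DMSO wells on the plate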
AGP1-GFP MLPCN = modulators of TOR pathway AGP1-GFP in S. cerevisiae. S. cerevisiae AGP1-GFP multiplex flow cytometry, 3 h; GFP as percent of DMSO wells. GFP response vs DMSO, % at 10 µM. 0.02% of 320,000 active. AID 2066;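 active = GFP response relative to DMSO above a set limit, near screen average plus 3 SD, cut at about 150% in these data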;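 also: median GFP channel fluorescence of the gated AGP1 strain per well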
LAP4-GFP MLPCN = alters LAP4-GFP fluorescence in TOR pathway yeast screen | S. cerevisiae LAP4-GFP multiplex, flow cytometry GFP, 3 h; median GFP as percent of DMSO wells | GFP response vs DMSO, % at 10 µM | 0.34% of 320,000 active;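 active = GFP response vs DMSO above a set limit, about the screen mean plus 3 SD, cut at about 150% in these data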
Active calls of the source: *; . = no result given.

1) CC(C)(C)c1ccc(S(=O)(=O)NCCOCC(F)(F)C(F)F)cc1
2) COc1ccc(OC)c(-n2c(-c3cc(-c4ccc(F)cc4)n[nH]3)n[nH]c2=S)c1
3) Cc1cccc(/C(N)=N/OC(=O)c2cccs2)c1
4) O=C(OCCN1CCOCC1)C(c1ccccc1)c1ccccc1
5) O=C(OCC(=O)N1CCCC1)c1ccc(S(=O)(=O)N2CCOCC2)cc1
6) O=C(NC1CCCC1)C(c1ccccn1)N(C(=O)c1csnn1)C1CC1 (stereo not drawn)
7) CSc1nc2c(c(=O)[nH]1)C(c1ccncc1)C(C(=O)OC(C)C)=C(C)N2 (stereo not drawn)
8) Fc1nc(N2CCCC2)c(F)c(Oc2ccccc2Oc2c(F)c(F)nc(N3CCCC3)c2F)c1F
assay / compound,1,2,3,4,5,6,7,8
AGP1-GFP MLPCN,94,113,69,88,113,108,94,100
RPL19A-GFP yeast,96,106,95,88,104,100,95,99
LAP4-GFP MLPCN,92,111,114,87,107,80,94,103
GRK2 aptamer HTS,0,0,2,0,0,1,3,1
CIT2 TOR yeast,101,114,99,87,94,90,98,98
MEP2 TOR yeast,106,105,95,89,102,97,101,101
VLA-4 inh,-5,-4,17,-3,-4,10,6,16
GASC-1 inh,-3,3,-4,1,0,2,-9,-27

5 compounds from above, arranged by length of the SMILES, ascending.
1) CC(C)(C)c1ccc(S(=O)(=O)NCCOCC(F)(F)C(F)F)cc1
5) O=C(OCC(=O)N1CCCC1)c1ccc(S(=O)(=O)N2CCOCC2)cc1
7) CSc1nc2c(c(=O)[nH]1)C(c1ccncc1)C(C(=O)OC(C)C)=C(C)N2 (stereo not drawn)
2) COc1ccc(OC)c(-n2c(-c3cc(-c4ccc(F)cc4)n[nH]3)n[nH]c2=S)c1
8) Fc1nc(N2CCCC2)c(F)c(Oc2ccccc2Oc2c(F)c(F)nc(N3CCCC3)c2F)c1F
assay / compound,1,5,7,2,8
AGP1-GFP MLPCN,94,113,94,113,100
RPL19A-GFP yeast,96,104,95,106,99
LAP4-GFP MLPCN,92,107,94,111,103
GRK2 aptamer HTS,0,0,3,0,1
CIT2 TOR yeast,101,94,98,114,98
MEP2 TOR yeast,106,102,101,105,101
VLA-4 inh,-5,-4,6,-4,16
GASC-1 inh,-3,0,-9,3,-27

(more compounds)
9) O=C1N=NC2=C1c1c3ccccc3c(O)n1CC2
10) CC1SCC(NC(=O)c2ccc(Cl)cc2)CS1 (stereo not drawn)
11) COc1ccccc1NC(=S)Nc1cccc2cnccc12
12) Cc1ccc(CN2CCNC(=O)C2CC(=O)N2CCN(c3ncccn3)CC2)o1 (stereo not drawn)
13) CC(C)c1ccc(/C=C(/C#N)c2nnc(NC(=O)c3ccccc3)s2)cc1
14) COc1ccccc1CNC(=O)c1cccc(NC(=O)c2ccccc2)c1
15) COc1ccc(OC)c(C(=O)CN2C(=O)C(=O)N(C3CCCC3)C2=O)c1
16) Cc1ccc(C)c(Cn2cnc3c(oc4ccccc43)c2=O)c1
assay / compound,9,10,11,12,13,14,15,16
AGP1-GFP MLPCN,93,.,101,94,96,100,98,104
RPL19A-GFP yeast,98,101,102,93,99,104,96,96
LAP4-GFP MLPCN,89,.,101,91,98,114,86,110
GRK2 aptamer HTS,1,2,2,0,3,1,0,0
CIT2 TOR yeast,99,.,91,95,84,96,107,92
MEP2 TOR yeast,102,107,101,94,95,104,103,95
VLA-4 inh,6,3,5,6,-6,2,4,4
GASC-1 inh,0,-14,-6,1,2,-14,7,2

17) Cc1ccc(OCC(=O)NNC(=O)C2CSC3(C)CCC(=O)N23)cc1 (stereo not drawn)
18) CCOC(=O)C1CCCN(C(=O)c2cc3nc(-c4ccc5c(c4)OCO5)cc(C(F)(F)F)n3n2)C1 (stereo not drawn)
19) O=C(CCN1C(=O)S/C(=C\c2ccc(F)cc2)C1=O)Nc1ccc(O)cc1C(=O)O
20) CCO[C@H]1OC(C(=O)N2CCCCCCC2)=C[C@@H](c2ccc(C(F)(F)F)cc2)[C@@H]1CCCO
21) O=C(c1ccc(Cl)cc1)N1CCn2c1nc1ccccc12
22) Cc1ncsc1CCOC(=O)c1ccc(N2CCOCC2)c([N+](=O)[O-])c1
23) CCN(CC(=O)NCc1ccc(F)cc1)CC(O)COCc1cccc(OC)c1 (stereo not drawn)
24) COc1ccc(C)c2sc(N(CCCN(C)C)C(=O)c3ccc(S(=O)(=O)N(C)C)cc3)nc12
assay / compound,17,18,19,20,21,22,23,24
AGP1-GFP MLPCN,106,98,104,79,100,101,108,106
RPL19A-GFP yeast,99,94,102,92,96,100,102,107
LAP4-GFP MLPCN,104,97,99,111,100,96,103,98
GRK2 aptamer HTS,0,1,4,0,1,2,0,0
CIT2 TOR yeast,106,90,101,81,97,101,107,107
MEP2 TOR yeast,103,99,98,82,96,89,114,111
VLA-4 inh,-9,2,5,1,7,-1,11,3
GASC-1 inh,18,-2,17,2,13,1,-2,-4

The closing two entries of the part above come first, to join the parts:
23) CCN(CC(=O)NCc1ccc(F)cc1)CC(O)COCc1cccc(OC)c1 (stereo not drawn)
24) COc1ccc(C)c2sc(N(CCCN(C)C)C(=O)c3ccc(S(=O)(=O)N(C)C)cc3)nc12
25) Cc1ccc(C(=O)NC2CCN(S(=O)(=O)c3ccc(F)cc3)CC2)cc1
26) CCc1ccc(C(=O)CSc2nc3ccccc3c(=O)[nH]2)cc1
27) O=C(Nn1c(-c2ccc(Br)cc2)nc2ccccc2c1=O)c1cccnc1
28) c1ccc(Nc2cccc(Nc3ccccc3)c2)cc1
29) CN(c1ccccc1)S(=O)(=O)c1cccc(NC(=O)COc2ccccc2)c1
30) CCN(CC)S(=O)(=O)c1ccc(C(=O)NC2=C(C(=O)OC)SCC2)cc1
31) COCCN(C(=O)c1cc(OC)c(OC)c(OC)c1)c1c(N)n(Cc2ccccc2)c(=O)[nH]c1=O
32) COc1ccc(CN(C(=O)CSc2nnc(-c3c[nH]c4ccccc34)o2)c2ccc(F)cc2)cc1OC
assay / compound,23,24,25,26,27,28,29,30,31,32
AGP1-GFP MLPCN,108,106,91,104,95,94,97,93,99,110
RPL19A-GFP yeast,102,107,91,100,93,96,99,97,94,109
LAP4-GFP MLPCN,103,98,81,99,93,124,103,104,122,111
GRK2 aptamer HTS,0,0,0,4,0,0,3,0,1,2
CIT2 TOR yeast,107,107,99,104,90,94,91,101,88,102
MEP2 TOR yeast,114,111,91,100,88,103,105,103,111,99
VLA-4 inh,11,3,-2,-1,-2,12,3,4,0,-16
GASC-1 inh,-2,-4,8,41,-9,1,.,-4,8,2

33) O=C(Nc1ccc(Br)cn1)c1ccc([N+](=O)[O-])o1
34) O=[N+]([O-])c1ccc(CSc2nc3ccccc3o2)cc1
35) O=S1(=O)CCN(Cc2ccccc2C(F)(F)F)CC1
36) C[C@H](NC(=O)C1(c2ccccc2)CCN(C(=O)OC(C)(C)C)CC1)C(=O)N[C@@H](C(=O)O)c1ccccc1
37) CCn1c(CCc2nc3ccccc3[nH]2)n[nH]c1=S
38) COc1ccc(CCNC(=O)c2cnc3ccccc3n2)cc1
39) COCCCNC(=S)N(CCN(C)C)Cc1cc2cc3c(cc2[nH]c1=O)OCCO3
40) CCOc1ccc(C(=O)NC2CC(C)(C)NC(C)(C)C2)cc1
assay / compound,33,34,35,36,37,38,39,40
AGP1-GFP MLPCN,69,96,100,96,95,84,91,105
RPL19A-GFP yeast,105,94,98,96,97,100,95,106
LAP4-GFP MLPCN,105,96,92,100,112,111,82,101
GRK2 aptamer HTS,4,1,1,1,2,0,7,1
CIT2 TOR yeast,101,91,103,89,94,85,99,110
MEP2 TOR yeast,93,97,103,102,100,103,97,118
VLA-4 inh,3,2,11,33,5,0,-14,1
GASC-1 inh,59,31,-5,3,2,7,10,1

41) NCCCC[C@H]1CN=C(N)N1CCCCC1CCCCC1
42) CN1CCC(=O)N([C@H](CO)c2ccccc2)CC1
43) Cc1ccc(-c2csc(N(CC3CCCO3)C(=O)c3ccco3)n2)cc1 (stereo not drawn)
44) O=C(Nc1cccc([N+](=O)[O-])c1)c1ccncc1
45) Cn1c(NC(=O)c2ccc(Cl)s2)cc(=O)n(C)c1=O
46) O=C(COC(=O)c1ccc(-c2ccc([N+](=O)[O-])cc2)o1)NC(=O)NC12CC3CC(CC(C3)C1)C2
47) COc1cc(Cl)ccc1OCc1cc(C(=O)N2C[C@]3(C)C[C@H]2CC(C)(C)C3)no1
48) CCc1nc2oc3ccccc3c(=O)c2c(=O)n1Cc1ccccc1
assay / compound,41,42,43,44,45,46,47,48
AGP1-GFP MLPCN,99,82,100,95,106,109,112,99
RPL19A-GFP yeast,99,97,106,97,100,112,107,98
LAP4-GFP MLPCN,93,127,99,97,96,113,106,86
GRK2 aptamer HTS,0,1,2,8,0,0,3,1
CIT2 TOR yeast,98,72,95,94,106,113,106,.
MEP2 TOR yeast,102,90,94,99,97,102,100,99
VLA-4 inh,19,-10,-21,10,-15,14,-10,7
GASC-1 inh,2,3,2,-11,2,4,3,3

49) Cc1nc2ccccn2c1C(=O)N/N=C/c1ccccc1[N+](=O)[O-]
50) Cc1ccc(NS(=O)(=O)c2cc(N)ccc2Cl)c(C)c1
51) Cc1ccc(SCC(=O)Nc2cccnc2)cc1
52) COc1cc2c(cc1OC)CN(C(=S)Nc1ccc(C)cc1C)CC2
53) O=C(c1ccc(O)cc1)c1ccc(Cl)cc1
54) O=C(N/N=C/c1c[nH]c2ccccc12)c1ccc(Br)cc1
55) O=C(CNS(=O)(=O)c1ccccc1)N/N=C/c1ccncc1
56) O=S1(=O)CCN(Cc2ccccn2)CC1
57) COc1ccc(CNC(=O)Cn2ncn3cccc3c2=O)cc1
assay / compound,49,50,51,52,53,54,55,56,57
AGP1-GFP MLPCN,111,104,93,92,90,100,111,103,99
RPL19A-GFP yeast,105,97,92,99,99,100,111,103,109
LAP4-GFP MLPCN,108,99,93,90,89,97,110,94,95
GRK2 aptamer HTS,0,0,0,2,1,2,0,0,5
CIT2 TOR yeast,106,87,91,91,86,100,94,106,108
MEP2 TOR yeast,111,100,97,102,93,98,103,103,107
VLA-4 inh,6,5,24,10,-4,-2,4,-6,1
GASC-1 inh,4,9,-3,-11,2,7,-3,-5,1
